ERK EGF block = blocks ERK signaling stimulated by EGF; HEK293-V1b, EGF-stimulated phospho-ERK AlphaScreen; actives 0.41% (n = 130,000); AID 1454; Potency, µM (top dose mostly 11.5 µM), for inactives: at the highest dose activity change, negative = inhibition, most hits filed as inhibitors; active = well fitted inhibition curve with a large enough effect; inconclusive = small, poorly fitted or top-dose-only effect, or effect the other way;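 note: plate controls were stimulated vehicle wells for no effect and unstimulated vehicle basal for full effect; nearly all actives have a fitted effect of over 55% in size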
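Readout: AlphaScreen signal for phosphorylated ERK in lysed HEK293 cells stably expressing V1b. Stimulus 25 nM EGF, 5 min, following 30 min compound exposure. Data scaled to DMSO basal and full EGF activation.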
* marks the source's active call; other numbers are inactive results; ? = inconclusive; [ ] = dose if it differs, or a comment. Potency is the fitted concentration of half-maximal effect. This is a subset. The share of hits here may be higher or lower than overall.

SMILES	ERK EGF block
Nc1nnc(Sc2ncccc2[N+](=O)[O-])s1	0%
CCCCC(=O)NC(=S)NNC(=O)CC	0%
COc1ccccc1C(=O)Nc1nc2cc3c(cc2s1)OCCO3	5%[57.5 µM]
CC(C)(C)OC(=O)N/N=C/c1cccn1-c1ccc([N+](=O)[O-])cc1	?
Nc1nc(Cl)nc2c1ncn2[C@@H]1O[C@H](CO)[C@@H](O)[C@H]1O	?
Cc1cc(C(=O)OCC(=O)c2cccs2)c2ccccc2n1	?
COc1cc(C(=O)N2CCN(c3ccccc3)CC2)c([N+](=O)[O-])cc1OC	1%
CCOc1ccc(NC(=O)CCN2C(=S)NC(C)(C)CC2C)cc1 (configuration not stated)	-21%
S=C(NCCc1ccccc1)N1CCN(C2CCCCC2)CC1	-3%
CC(Sc1nnc(-c2ccccc2Br)n1-c1cccc(C(F)(F)F)c1)C(N)=O (configuration not stated)	5%
Cn1c(Oc2ccc3c(c2)OCO3)nc2c1c(=O)n(Cc1ccccc1)c(=O)n2C	?
NS(=O)(=O)c1ccc(CCNC(=O)c2ccc(Br)s2)cc1	5%[57.5 µM]
N#Cc1c(/N=C/c2ccc(Br)s2)sc2c1CCC2	3%
COc1cc2c(cc1Cl)C(=O)C(F)(c1ccccc1)C(=O)N2 (configuration not stated)	-3%[57.5 µM]
COc1cc(OC)c(/C=N/NC(=O)c2ccncc2)cc1Br	4%
CCOc1ccc(NS(=O)(=O)c2ccc3[nH]cc(C(=O)NCCOC)c(=O)c3c2)cc1	5%[57.5 µM]
Cc1cc2c(=O)oc(-c3ccccc3Br)nc2s1	10%[57.5 µM]
CCSc1nnc(NC(=O)CC(C)C)s1	21%
CC1=NN(c2nc3ccccc3s2)C(O)(C(F)(F)F)C1 (configuration not stated)	-6%[57.5 µM]
COc1ccccc1/C=C/CN1CCC(CO)(Cc2ccccc2)CC1	-13%
NC(=O)CC(NC(=O)Cc1ccc(Br)cc1)c1ccc(N2CCC(Cc3ccccc3)CC2)c([N+](=O)[O-])c1 (configuration not stated)	?
Cc1ncsc1CCC(=O)N1CCCC(C(=O)c2cccc(Cl)c2)C1 (configuration not stated)	-10%
CCn1c(C2CCN(Cc3ccccc3)CC2)n[nH]c1=S	-5%
NS(=O)(=O)c1ccc(CNC(=S)NC2CCCCC2)cc1	11%[57.5 µM]
CC(=O)Nc1ccc2nc(NC(=O)c3cccs3)sc2c1	3%[57.5 µM]
CN(C)S(=O)(=O)c1ccc(C(=O)N2CCN(S(=O)(=O)c3cccs3)CC2)cc1	11%
CCC(=O)N1COC[C@@H]1Cc1ccccc1	-6%
Cc1c(Cl)cn2c(=O)cc(CN3CCN(c4ccccc4)CC3)nc2c1Cl	-3%
Fc1ccc(CNCc2ccccc2Cl)cc1	4%
COC(=O)c1ccc(/C=N/Nc2nc(N3CCCCC3)nc(N3CCCCC3)n2)cc1	1%
COc1ccccc1OCc1ccc(C(=O)Nc2ccc(Cl)cn2)o1	-5%
CC(C)COc1ccc(S(=O)(=O)NNC(=O)c2cc3ccccc3o2)cc1	?
Cc1cccc(NC(=O)c2nc[nH]c2C(=O)N[C@@H](CC(C)C)C(=O)OCc2ccccc2)c1	-6%[57.5 µM]
C[C@H]1COc2c(N3CCN(C)CC3)c(F)cc3c(=O)c(C(=O)NCc4ccco4)cn1c23	2%
Cc1cc(C)nc(NC(=O)CSc2nccc(C)n2)n1	0%
CCOc1ccc(S(=O)(=O)NCc2ccccc2OC)cc1	5%
COC(=O)c1cc(NC(=O)c2cccc([N+](=O)[O-])c2C)ccc1Cl	-5%
CCOc1ccc(NC(=O)COc2ccc(OC)cc2)cc1	?
COc1cc(C)c2c(=O)cc(-c3ccccc3)oc2c1	8%
COc1ccccc1CNC(=O)C(C)NS(=O)(=O)c1ccc(Br)cc1 (configuration not stated)	1%
CC(=O)Nc1ccccc1NC(=O)c1cc(C)cc(C)c1	-11%
COc1ccc(NC(=O)CSc2nc(N)c3cc4c(nc3n2)CC(C)(C)OC4)cc1	4%[57.5 µM]
O=C(/C=C/c1cccs1)N1CCC2(CC1)Oc1ccc(Cl)cc1C(=O)C21CC(c2cccnc2)=NO1 (configuration not stated)	-1%[57.5 µM]
CC(C)CCNC(=O)C(c1ccc(O)cc1)N(Cc1cccs1)C(=O)C1COc2ccccc2O1 (configuration not stated)	4%
CNc1ccccc1C(C)(C)c1cc(C)[nH]n1	7%
O=C(NCc1cccnc1)c1ccc(Cn2c(=S)[nH]c3ccc(Br)cc3c2=O)cc1	3%
COC(=O)c1ccc(NC(=O)C(OC)c2ccccc2)cc1 (configuration not stated)	-6%
C=CCCN(Cc1ccccc1)S(=O)(=O)c1ccccc1Br	-12%[57.5 µM]
CC(C)COc1ccc(C(=O)N/C(=C\c2cccc([N+](=O)[O-])c2)C(=O)O)cc1	7%[57.5 µM]
O=C(N/N=C/c1c(Cl)cccc1Cl)C(=O)NC1CC1	7%
O=C(Nc1ccc(F)cc1)NC1CCN(Cc2ccccc2)CC1	7%
CCOC(=O)Cc1csc(NC(=O)CSc2nnnn2-c2ccc(C)cc2C)n1	3%
COc1ccc(N2C(=O)C3NN=C(C(=O)OCc4ccccc4)C3C2=O)cc1 (configuration not stated)	6%
COc1ccc(/C=C/C(=O)OCC(=O)Nc2ccc(Cl)cn2)cc1	2%
O=C(NCc1ccc(Cl)cc1)NCC(F)(F)F	1%
Cc1cc(Cl)c2cc3ccccc3cc2n1	8%[57.5 µM]
CCO[C@@H]1OC(C(=O)O)=C[C@H](C2CCCCC2)[C@H]1CCCO	-6%[57.5 µM]
O=C(Nc1ccccc1N1CCCC1)c1cccnc1	2%
O=C(O)C1=C(OCc2ccc(F)c(F)c2)C(=O)NCC1	-2%
CCOc1ccccc1C(=O)N1CCC(C(=O)c2ccc(F)cc2)CC1	1%

Exported with each value named: entries from further up
CC(Sc1nnc(-c2ccccc2Br)n1-c1cccc(C(F)(F)F)c1)C(N)=O (configuration not stated)
- ERK EGF block: 5%

Cn1c(Oc2ccc3c(c2)OCO3)nc2c1c(=O)n(Cc1ccccc1)c(=O)n2C
- ERK EGF block: ?

NS(=O)(=O)c1ccc(CCNC(=O)c2ccc(Br)s2)cc1
- ERK EGF block: 5%[57.5 µM]

N#Cc1c(/N=C/c2ccc(Br)s2)sc2c1CCC2
- ERK EGF block: 3%

Other structures.
SMILES	ERK EGF block
Cc1ccsc1CNC(=O)c1c(-c2ccccc2)noc1C	-6%[57.5 µM]
CCOC(=O)COc1ccc(C2CC(C)=NN2c2ccccc2)cc1 (configuration not stated)	5%
CCC(=O)NNc1ncnc2ccccc12	-11%
O=C(Cn1c(-c2ccccn2)nc2ccccc21)N/N=C/c1cccnc1	-3%[57.5 µM]
COC(=O)N1[C@H](C)C=C[C@]1(Cc1ccccc1)C(=O)NCc1ccccn1	-7%
O=C(CSc1nnc(-c2ccncc2)o1)NCc1ccc(Cl)cc1	-9%
COc1cc(-n2c(=O)c3ccccc3n(Cc3cc(=O)n4ccccc4n3)c2=O)cc(OC)c1OC	3%
O=C(CN1CCC(Cc2ccccc2)CC1)NCCc1ccc(F)cc1	-1%
CCOc1nc(NC2CCCCC2)nc(NC(C)(C)C)n1	3%
Cc1cc(C)c(C#N)c(SCCN2CCOCC2)n1	5%[57.5 µM]
COc1ccc(C(=O)NC(=O)NC2(C(Cl)(Cl)Cl)OCCO2)cc1	-10%[57.5 µM]
CNC(=O)c1sccc1Oc1ccc(F)cc1[N+](=O)[O-]	-2%
CN(C(=O)c1ccccc1C(=O)OCC(=O)NCc1cccs1)C1CCCCC1	-3%
CCC(CC)NC(=O)COc1ccc(OC)cc1C=O	-7%
CCOc1ccc(N2C(=O)C3C(c4ccccc4)=NN(c4ccccc4)C3C2=O)cc1 (configuration not stated)	-1%

Random excerpt: 4 records from the list
SMILES	ERK EGF block
COc1cc(-n2c(=O)c3ccccc3n(Cc3cc(=O)n4ccccc4n3)c2=O)cc(OC)c1OC	3%
O=C(Cn1c(-c2ccccn2)nc2ccccc21)N/N=C/c1cccnc1	-3%[57.5 µM]
CCOc1ccc(N2C(=O)C3C(c4ccccc4)=NN(c4ccccc4)C3C2=O)cc1 (configuration not stated)	-1%
CN(C(=O)c1ccccc1C(=O)OCC(=O)NCc1cccs1)C1CCCCC1	-3%

Next part.
SMILES	ERK EGF block
CC(C)c1cc(C(=O)O)c2ccccc2n1	-7%[57.5 µM]
Cc1oc2ccc(OC(=O)COc3c(F)c(F)c(F)c(F)c3F)cc2c1C(=O)OC(C)C	5%
COc1cc2c(cc1NC(=O)COC(=O)c1ccc(C(C)(C)C)cc1)oc1ccccc12	4%
O=C(O)C1=C[C@@H](c2ccccc2)C[C@@H](OCc2ccc(CO)cc2)O1	-8%[57.5 µM]
N/C(=N\OC(=O)c1ccc(=O)n(Cc2ccccc2)c1)c1ccccn1	-4%
CCOC(=O)C1(CC2CC2)CCN(Cc2ccc(O)c(Cl)c2)CC1	-5%
CCOC(=O)C1CCN(C(=O)c2ccc(Cl)c(NC3=NC4CS(=O)(=O)CC4S3)c2)CC1 (configuration not stated)	5%
COc1ccc(CN(Cc2cccn2C)S(=O)(=O)c2cccc(C(F)(F)F)c2)cc1	9%[57.5 µM]
CCOC(=O)Cc1cc(=O)n2[nH]cc(-c3ccc(Cl)cc3)c2n1	2%
COc1ccc(C2c3ccc4ccccc4c3Oc3ncn(Cc4ccco4)c(=N)c32)cc1OC (configuration not stated)	-4%
O=S(=O)(Nc1nccs1)c1ccc(NCc2cc(Br)cc(Br)c2O)cc1	-4%[57.5 µM]
CC(C)N(C(=O)COC(=O)c1ccc(Cl)nc1)C(C)C	-11%
N#CCCn1cc(/C=C2\NC(=S)N(c3ccccc3)C2=O)c(-c2ccc(F)cc2)n1	-4%
CCOc1cc(/C=N/NC(=O)C(=O)NC)cc(Br)c1O	2%
O=C(NCc1ccccc1Cl)c1ccc2c(c1)SC1=NS(=O)(=O)CCN12	-6%
O=C(NCCCN1CCOCC1)c1ccc(Sc2ccc(Br)cc2)c([N+](=O)[O-])c1	-3%
O=C(CCc1nc2ccccc2[nH]1)N1CCN(C(=O)c2ccco2)CC1	-2%
Cc1cccc2c1N(CCOc1ccccc1)C(=O)C2=O	?
COc1cccc(CCc2nnc(CCC(=O)N3CCCC3c3nccs3)o2)c1 (configuration not stated)	-3%
CN(C)CCOCCOc1ccc(Cl)cc1Br	-4%[57.5 µM]
Cc1c(-c2cc(C(=O)O)c3ccccc3n2)cnn1C	6%
Nc1[nH]n2c(=O)cc(-c3ccccc3)nc2c1N=Nc1ccc(S(N)(=O)=O)cc1	-6%
CCCCN1C(=S)NC[C@@H]1Cc1ccc(O)cc1	20%[57.5 µM]
Cc1nc(N2N=C(c3ccc(Cl)cc3)CC2c2ccco2)sc1C(=O)N(C)C (configuration not stated)	-5%
COc1cc([N+](=O)[O-])c(N2CCOCC2)c([N+](=O)[O-])c1OC	7%
CCCn1c(SCC(=O)Nc2cc(Cl)ccc2Cl)n[nH]c1=O	0%
CN(C)C(=O)NC(NC(=S)Nc1ccccc1)C(Cl)(Cl)Cl (configuration not stated)	?
CCCOc1ccc(N2CC(C(=O)NCCc3ccc(OC)c(OC)c3)CC2=O)cc1 (configuration not stated)	-24%
CCCOc1ccc(CNC(=S)NCc2ccc(OC(C)C)cc2)cc1	-2%
O=C(Nc1ccc(F)cc1)c1ccc(Cn2cnnn2)cc1	-3%

Three compounds out of the list, sorted by formula weight, high to low.
SMILES	ERK EGF block
O=C(NCCCN1CCOCC1)c1ccc(Sc2ccc(Br)cc2)c([N+](=O)[O-])c1	-3%
CN(C)C(=O)NC(NC(=S)Nc1ccccc1)C(Cl)(Cl)Cl (configuration not stated)	?
CN(C)CCOCCOc1ccc(Cl)cc1Br	-4%[57.5 µM]

(listing goes on)
SMILES	ERK EGF block
NS(=O)(=O)c1ccc(N/N=C/c2cn(-c3ccccc3)nc2-c2cccs2)c([N+](=O)[O-])c1	?
CCC[C@@H]1C[C@@H](C(=O)N[C@H]([C@@H](C)O)[C@H]2O[C@H](SC)[C@H](O)[C@@H](O)C2O)N(C)C1 (some centres not stated)	-20%[57.5 µM]
CN(C)c1ccc(/C=[N+](\[O-])C2N(c3ccccc3)C(=S)SC2(C)C)cc1 (configuration not stated)	-2%
Cc1ccc(C(=O)NC2CCS(=O)(=O)C2)cc1S(=O)(=O)N1CCCCCC1 (configuration not stated)	1%
CC(C)n1cc(/C=C2/NC(=O)NC2=O)c2ccccc21	0%
C#CCNC(=O)C1=C[C@@H](C2CCCCC2)C[C@@H](OCCCCO)O1	-15%[57.5 µM]
COc1ccc(NC(=O)CCN2CCOCC2)c(OC)c1	?
CCN(CC)S(=O)(=O)c1ccc(C(=O)Nc2ccc3c(c2)OCO3)cc1	-4%
Cc1nccc(-c2sc(-c3cccs3)nc2C)n1	8%[57.5 µM]
CCCCNC(=O)c1onc(CSc2ccc(F)cc2)c1C(=O)NCCCC	5%[57.5 µM]
O=C(NC1CCCc2ccccc21)C1CCN(S(=O)(=O)c2ccccc2)CC1 (configuration not stated)	-13%
C=CCn1c(COc2ccc(Cl)cc2)nnc1SCC(=O)Nc1ccc(S(N)(=O)=O)cc1	6%
O=C(Cc1ccc(-c2ccccc2)cc1)OCC(=O)N1CCCC1=O	-3%
CC(C)CC(=O)Nc1ccc(N2CCN(S(C)(=O)=O)CC2)cc1	-6%
